KLF5 inh – kruppel-like factor 5 inhibition; AID 1700; inhibition, % at 5 µM; hit rate 0.23% among 290,000; DLD-1 KLF5 promoter-luciferase reporter, luminescence;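 active = inhibition above a per-plate limit of that plate's mean compound inhibition plus 3 SD, cut at about 60% in these data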;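 also: 0% = DMSO wells and 100% = LY294002 at 200 µM; higher means less KLF5 promoter-driven luciferase light; inactives centre near -14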
Platelet DG rel – platelet dense granule release activity; inhibition, %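 (compounds screened at 7.5 µM in platelet-rich plasma)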; hit rate 0.22% among 300,000; human platelet-rich plasma, SFLLRN dense granule ATP release, luminescence;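 active = mean replicate score, as percent of positive control, at or above 50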
SKKanGAS inh – SKKanGAS growth inhibition | S. pyogenes SKKanGAS, kanamycin growth, BacTiter-Glo, 6 h | inhibition, % at 7.5 µM | hit rate 1.3% among 300,000;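 active = mean replicate score, as percent of positive control median, at least 50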;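 also: strain carries kanamycin resistance gene driven by streptokinase promoter and grows in 40 µg/ml kanamycin; loss of luminescence reflects streptokinase promoter inhibition or plain growth inhibition; 0% = median of DMSO wells and 100% = positive control at its reference dose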
HSP90 refold inh – blocks HSP90-mediated luciferase refolding in reticulocyte lysate; hit rate 0.91% among 290,000; inhibition, % at 5.6 µM; AID 1789; Rabbit reticulocyte lysate, luciferase refolding luminescence, 3 h;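 active = inhibition above the screen-wide mean plus 3 SD, computed separately per campaign, cut at about 16% in these data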;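 also: 0% = DMSO wells and 100% = 60 µM geldanamycin wells; inhibitors lower the luminescence because luciferase stays unfolded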
AI-2 QS modul – modulates the Vibrio harveyi AI-2 quorum sensing system | hit rate 0.4% among 300,000 | AID 2094 | activity change, % at 7.5 µM | Vibrio harveyi JMH597 AI-2 luminescence/OD600 ratio, 9 h; stronger effect = lower value; strain lacks LuxN and CqsS sensors; 0 = neutral-control median; in the data active = activity change below about -75%, passing the limit was not always enough;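 also: luminescence divided by OD600 gain over 9 h not by final OD600 alone; inactives centre near 13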
IEC-6 tox – kills IEC-6 intestinal cells in KLF5 counter-screen | hit rate 0.78% among 290,000 | AID 1825 | inhibition, % at 5 µM | IEC-6 cytotoxicity, luminescence viability; in the data active = inhibition above about 22%;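 also: 0% = plate median of test compound wells and 100% = cytotoxic reference compound wells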
HSF1 inh – HSF1 inhibition | NIH3T3-HGL HSE-luciferase, MG132-induced, luminescence 8 h; stronger effect = lower value | activity change, negative = inhibition, % at 7.5 µM (by protocol) | hit rate 0.77% among 300,000 | AID 2098;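 active = more than half of replicate wells show activity change below -50%, luminescence cut by over half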;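 also: luciferase reports HSF-1 transcriptional activity via heat shock element; 0% = median of DMSO wells and -100% = zero luminescence signal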
HIF activator – HIF pathway transcriptional activation | U2OS HRE-luciferase reporter, luminescence; normalized: DMSO 0%, desferrioxamine 100% | activation, % at 7.5 µM (by protocol) | hit rate 0.32% among 300,000 | AID 1910;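 active = mean activation of at least 10% of the iron chelator positive control signal, with at least half of replicates also reaching 10%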
HSF1 activator – increases HSF-1 driven luciferase reporter signal; NIH3T3-HGL HSF-1 luciferase reporter, MG132, 8 h; 100% = twice DMSO control signal; hit rate 1.7% among 300,000; activation, % at 9 µM;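 active = mean replicate activation of at least 50% with a set share of replicates each reaching 50%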;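 also: 0% = median of the neutral control wells and 100% = twice that signal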
aSyn 5UTR inh – 5' untranslated region of α-synuclein, MLPCN primary screen; AID 1813; alpha-synuclein 5'UTR reporter, inhibitor activity; hit rate 0.82% among 300,000; inhibition, % (tested at 7.5 µM); in the data active = inhibition above about 60%;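 also: H4 neuroglioblastoma cells stably carrying SNCA 5'UTR luciferase fusion; 0% = DMSO wells and 100% = positive control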
* marks the source's active call; other numbers are inactive results; . = no result given.

Start of the listing, in advance, twelve compounds:
SMILES	KLF5 inh	Platelet DG rel	SKKanGAS inh	HSP90 refold inh	AI-2 QS modul	IEC-6 tox	HSF1 inh	HIF activator	HSF1 activator	aSyn 5UTR inh
Cc1cccc(NC(=O)c2cc(S(=O)(=O)N3CCCC3)cn2C)c1	-21	22	-5	-2	22	-3	-4	0.1	-2	-2
COc1ccc(N2CCC(CNS(=O)(=O)c3cccc(C(F)(F)F)c3)C2)cc1 (centres undefined)	-22	0	-6	59*	7	2	6	-0.3	3	1
CN1C(=O)C(CC(=O)NC2CCCCC2)N(C)C1=O (centres undefined)	4	2	-4	1	11	-1	-2	0.4	3	-3
O=C(c1ccncc1)c1ccc(N2CCN(C3CC(=O)N(Cc4cccs4)C3=O)CC2)cc1 (centres undefined)	-13	8	4	1	20	-3	-2	0.2	3	-6
CCCN(CCC)C(=O)c1cc(S(=O)(=O)N2CCCCC2)c[nH]1	-5	3	-3	-2	12	4	-1	-0.4	-8	14
C/C(=N\OCC(=O)NC(C)C)c1cccs1	-10	-1	1	1	-8	-6	-8	0.5	-6	-44
Cc1c(Cl)c([N+](=O)[O-])nn1Cc1ccc(C(=O)Nc2ccc(Cl)cn2)o1	-24	3	7	-1	4	10	7	0.5	3	-7
CCOC(=O)c1c(/N=C/N(C)C)sc(C=O)c1-c1ccccc1	-16	-2	-13	2	16	5	3	-0.4	3	45
Cc1ccccc1C(=O)N(C)Cc1ccccc1	-11	6	-1	2	25	1	-1	0.0	8	-11
O=C(/C=C/c1ccc[nH]1)c1ccc(F)cc1	-8	9	-4	0	-1	-3	6	1.0	11	-28
COc1ccc(CCNC(=O)CCc2nc3ccccc3[nH]2)cc1OC	-13	-3	-1	-3	16	-3	-7	-0.8	2	25
Cc1cc(OCC(=O)O/N=C(\N)c2ccccc2)cc(C)c1Cl	-12	8	-19	0	8	-1	5	0.8	4	-41

The listing, previewed entries included:
SMILES	KLF5 inh	Platelet DG rel	SKKanGAS inh	HSP90 refold inh	AI-2 QS modul	IEC-6 tox	HSF1 inh	HIF activator	HSF1 activator	aSyn 5UTR inh
Cc1cccc(NC(=O)c2cc(S(=O)(=O)N3CCCC3)cn2C)c1	-21	22	-5	-2	22	-3	-4	0.1	-2	-2
COc1ccc(N2CCC(CNS(=O)(=O)c3cccc(C(F)(F)F)c3)C2)cc1 (centres undefined)	-22	0	-6	59*	7	2	6	-0.3	3	1
CN1C(=O)C(CC(=O)NC2CCCCC2)N(C)C1=O (centres undefined)	4	2	-4	1	11	-1	-2	0.4	3	-3
O=C(c1ccncc1)c1ccc(N2CCN(C3CC(=O)N(Cc4cccs4)C3=O)CC2)cc1 (centres undefined)	-13	8	4	1	20	-3	-2	0.2	3	-6
CCCN(CCC)C(=O)c1cc(S(=O)(=O)N2CCCCC2)c[nH]1	-5	3	-3	-2	12	4	-1	-0.4	-8	14
C/C(=N\OCC(=O)NC(C)C)c1cccs1	-10	-1	1	1	-8	-6	-8	0.5	-6	-44
Cc1c(Cl)c([N+](=O)[O-])nn1Cc1ccc(C(=O)Nc2ccc(Cl)cn2)o1	-24	3	7	-1	4	10	7	0.5	3	-7
CCOC(=O)c1c(/N=C/N(C)C)sc(C=O)c1-c1ccccc1	-16	-2	-13	2	16	5	3	-0.4	3	45
Cc1ccccc1C(=O)N(C)Cc1ccccc1	-11	6	-1	2	25	1	-1	0.0	8	-11
O=C(/C=C/c1ccc[nH]1)c1ccc(F)cc1	-8	9	-4	0	-1	-3	6	1.0	11	-28
COc1ccc(CCNC(=O)CCc2nc3ccccc3[nH]2)cc1OC	-13	-3	-1	-3	16	-3	-7	-0.8	2	25
Cc1cc(OCC(=O)O/N=C(\N)c2ccccc2)cc(C)c1Cl	-12	8	-19	0	8	-1	5	0.8	4	-41
C/C(=N\NC(=S)Nc1ccccc1C)c1ccc(O)cc1	-19	14	-3	-1	-9	4	1	0.3	-12	6
Cc1ccc(CC(SCc2ccccc2)C(=O)O)cc1C (centres undefined)	-14	3	9	-3	12	5	-9	0.2	-8	10
Cc1cc(NC(=O)c2ccccc2)ncc1NC(=O)c1cccs1	-66	15	9	3	19	0	-3	1.3	14	-103
CS(=O)(=O)Nc1ccc(C2=NN(C(=O)c3ccco3)C(c3ccccc3F)C2)cc1 (centres undefined)	-28	4	-10	-2	0	4	-2	0.0	5	-5
Cc1ccc(C(=O)NC(=S)Nc2c(C)ccc3nsnc23)cc1	-15	-7	8	-3	-10	0	0	-4.4	-6	-21
N/C(=N\OC(=O)c1ccco1)c1cccc([N+](=O)[O-])c1	-48	11	-7	-2	31	8	6	2.6	14	-210
O=C(C(c1ccccc1)c1ccccc1)N1CCN(Cc2ccncc2)CC1	-27	1	5	-2	28	-13	-7	-0.1	-1	-8
Cc1ccc(NC2=C/C(=N\S(=O)(=O)c3cccs3)c3ccccc3C2=O)c(C)c1	-81	8	100*	26*	29	8	-95*	-32	-95	118*
COc1ccccc1C(=O)C1Nc2ccccc2-c2nnc(SC)nc2O1 (centres undefined)	-14	1	6	-2	8	2	-1	-0.2	13	18
CC(=O)Nc1ccccc1/C=C/c1ccc2c(C)ccc(O)c2n1	1	3	9	-5	33	-9	28	0.5	38	-64
CCN1CCN(CC(O)COc2ccc(C)c(C)c2)CC1 (centres undefined)	-39	9	-1	0	12	-2	-2	-0.4	-4	-4
Cc1cccc(-c2nsc(SCC(=O)c3ccc(Cl)cc3)n2)c1	3	9	-6	-4	15	-9	-3	228*	5	11
COc1cc(/C=C2\SC(N)=NC2=O)cc(Br)c1O	-18	1	8	3	2	3	2	1.0	-5	-14
SMILES	KLF5 inh	Platelet DG rel	SKKanGAS inh	HSP90 refold inh	AI-2 QS modul	IEC-6 tox	HSF1 inh	HIF activator	HSF1 activator	aSyn 5UTR inh
CCOC(=O)c1ccc(Nc2ccc(-c3ccc(OC)c(OC)c3)nn2)cc1	-24	1	-4	0	.	-3	0	0.5	-7	2
CC(=O)c1ccc(N2CCN(S(=O)(=O)c3ccc(-c4cnc(C5CC5)o4)cc3)CC2)cc1	-29	-3	-3	-3	18	-20	0	-3.5	16	-29
CN(C)CCCNc1cc(-c2ccccc2)nc2cc(-c3cccc(F)c3)nn12	-8	-3	8	0	4	10	14	0.5	39	-62
S=C1NC(c2ccccc2)=NCN1c1ccc(Cl)cc1	-61	-1	-2	3	6	0	5	1.7	27	-84
O=C(/C=C/c1ccccc1)NNC(=O)c1cccnc1	-24	2	8	-1	18	-2	4	-0.3	-11	19
CC/C(=N\NC(=O)c1cccnc1)c1ccc2c(c1)OCCO2	-13	0	-2	4	17	3	3	0.2	2	-20
COc1cccc(C(=O)NCCNC(=O)c2ccccn2)c1	4	9	-2	-4	30	0	-5	-3.3	9	-9
N#C/C(=C/c1cn(CC(=O)O)c2ccccc12)c1ccc(F)cc1	-18	-10	1	5	-6	4	3	0.5	-13	-25
Cc1ccc(SCC(=O)Nc2ncc(C)s2)cc1	-15	12	0	3	27	5	13	1.2	-17	-37
COc1ccc(Cl)cc1S(=O)(=O)Nc1ncn[nH]1	-12	-2	-3	-3	22	2	-4	0.4	-4	6
COc1ccc(N2C(=O)c3ccccc3NC23C(=O)N(C)c2ccccc23)cc1 (centres undefined)	-27	17	4	1	-13	-4	6	2.0	8	-22
CCN(CC)S(=O)(=O)c1ccc(NC2c3ccccc3C(=O)N2Cc2ccco2)cc1 (centres undefined)	-11	-1	0	-5	5	-11	23	0.1	44	0
O=C(CN(C(=O)c1csnn1)c1cccc(Cl)c1)NC1CCCC1	-45	-1	6	3	-4	6	17	-0.4	17	4
CC1CCCCC1NC(=O)COC(=O)c1c2c(nc3ccccc13)/C(=C/c1ccco1)CC2 (centres undefined)	-9	3	25	0	43	-2	-7	-1.0	-12	18
O=C(/C=C/c1ccoc1)c1ccccc1O	-21	0	-6	1	-3	-3	3	0.4	2	-76
Cc1cc(-n2cnnn2)ccc1C(C)C	4	-4	-5	1	4	2	2	0.0	12	5
COc1ccc(CNC(=O)c2cc3c(s2)CN(Cc2ccccc2)C3)cc1	-13	3	-1	3	11	-2	3	-0.2	19	27
CCN1CCN(c2ccc(S(=O)(=O)N3CCCCC3)cc2NC(=O)c2cccc(NC(C)=O)c2)CC1	.	-1	-5	.	11	.	-4	0.2	2	0
O=C(COC(=O)c1cncc(Br)c1)Nc1ccc2c(c1)OCO2	-22	-3	-4	-3	15	3	0	-0.2	11	-28
CCC(=O)c1ccc(Oc2nc3c(c(=O)n(C)c(=O)n3C)n2CC)cc1	-19	8	31	-1	12	-7	-17	-2.0	-32	9
Cc1cccc(CN(C)CCc2ccccn2)c1	-19	7	6	3	4	5	9	-0.2	-2	13
O=C(C[n+]1cc(-c2ccccc2)n2c1CCC2)Nc1nc(-c2ccccc2)cs1	-9	6	-6	7	7	2	9	0.4	17	-73
O=C(CSCc1cc(=O)n2nc(C3CC3)sc2n1)Nc1ccc(F)cc1	5	-10	-3	0	4	5	2	-0.4	-9	30
CCCCN(CCCC)C(=O)c1ccccc1NC(=O)CN1C(=O)c2ccccc2C1=O	-14	3	0	7	18	2	-2	0.2	6	13
CS(=O)(=O)NN1C(=O)c2ccccc2NC1c1ccccc1F (centres undefined)	-47	-1	-3	1	16	-8	2	0.9	-6	-1
SMILES	KLF5 inh	Platelet DG rel	SKKanGAS inh	HSP90 refold inh	AI-2 QS modul	IEC-6 tox	HSF1 inh	HIF activator	HSF1 activator	aSyn 5UTR inh
CCN(CC)CCNC(=O)CCn1c(=S)[nH]c2cc3c(cc2c1=O)OCO3	-26	-2	-4	0	19	0	-8	-0.4	-6	20
CN(C)CCN(C)Cc1c2ccccc2c(CN(C)CCN(C)C)c2ccccc12	-39	2	-3	6	10	9	-1	3.1	-1	-49
CCOC(=O)C(C(=O)OCC)C(C#N)c1ccccc1 (centres undefined)	-25	.	-1	1	14	4	-3	0.2	15	17
CCOC(=O)N1CCN(C(=O)COc2ccccc2[N+](=O)[O-])CC1	-9	-4	-2	0	6	-4	1	-0.3	-3	14
O=C(Nc1ccc(CN2CCCCC2)cc1)c1c(F)c(F)c(F)c(F)c1F	-24	0	0	6	19	4	1	0.6	3	-63
O=C(Nc1cccc(S(=O)(=O)NC2=NCCC2)c1)c1cc(-c2ccccn2)nc2ccccc12	-16	-3	-5	0	-3	-2	8	0.1	0	-11
COc1ccc(C(=O)N2N=C(c3cccc(NS(C)(=O)=O)c3)CC2c2cccs2)cc1 (centres undefined)	12	5	13	5	16	3	3	0.7	3	23
N#CCC(=O)Nc1ccc(C(=O)Nc2cccc(S(N)(=O)=O)c2)cc1	-7	-17	-8	-4	9	-2	-5	-0.1	-5	4
COc1ccccc1Nc1nc(N)nc(CSCCO)n1	16	5	13	1	21	-5	0	1.6	22	-4

Compound activity as filed in PubChem BioAssay.
